CRE-bla Fsk – alters forskolin-stimulated CRE reporter signaling in CHO cells | CHO CRE-bla reporter (cAMP response element driving beta-lactamase), forskolin EC10, beta-lactamase ratio | Potency, µM (highest dose often 38.2 µM), for the others: at the highest dose activity change, negative = inhibition, actives largely listed as activators | hit rate 2.5% among 71,000 | AID 662; active means well fitted activation curve with a large enough effect in the signal ratio, with a control signal flat, not every such curve was filed as active; inconclusive means small, poorly fitted or top-dose-only effect, or effect the other way, or a change in a side signal; the % refers to the signal ratio; further: potency means the concentration at half of the fitted maximal effect; % of control where 0% means no effect
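Titrated compounds plus EC10 NKH 477 on CHO CRE-bla cells, 3 h, 37 °C. CCF4, 2 h RT. Ratio 460/530 nm → AC50.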
DNA Pol III inh – DNA polymerase III holoenzyme inhibition. reconstituted DNA polymerase III holoenzyme replication, biochemical. Potency, µM (doses to about 57.1 µM), without a hit: at the top dose activity change, negative = inhibition. hit rate 0.25% among 71,000. AID 603; further: potency means the concentration at half of the fitted maximal effect; on the % scale 0 is the no-effect control and ±100 the full control effect
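Reconstituted *E. coli* holoenzyme (0.35 nM Pol III, 1 nM beta, 154 nM SSB, 2 nM primase) was preincubated with compound for 15 min at RT. Synthesis on 1.4 nM ssM13Gori ran 35 min, then was stopped with PicoGreen/EDTA and read as dsDNA fluorescence.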
Epigenetic mod – epigenetic GFP locus derepression in mouse cells | mouse C127i GFP locus derepression, cytometry, 30 h | hit rate 0.09% among 68,000 | Potency, µM (series often up to 46.1 µM), for the others: at the highest dose GFP derepression (activation); further: % of control where 0% means no effect
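Locus derepression in mouse mammary C127i cells whose integrated CMV-GFP reporter is normally silent; GFP expression after 30 h compound treatment was quantified by counting fluorescent cells.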
HADH2 inh – blocks human hydroxyacyl-CoA dehydrogenase type II; Q99714; recombinant HADH2, NADH fluorescence, beta-hydroxybutyryl-CoA; Potency, µM (top dose mostly 57.1 µM), inactives show at the top dose activity change, negative = inhibition, usual class: inhibitors; hit rate 3.4% among 73,000; further: potency means the concentration at half of the fitted maximal effect; on the % scale 0 is the no-effect control and ±100 the full control effect; nearly all actives have a fitted effect of over 60% in size; many of its hits are not listed in these tables
Target sequence (Q99714 whole entry, looked up, one chain of several): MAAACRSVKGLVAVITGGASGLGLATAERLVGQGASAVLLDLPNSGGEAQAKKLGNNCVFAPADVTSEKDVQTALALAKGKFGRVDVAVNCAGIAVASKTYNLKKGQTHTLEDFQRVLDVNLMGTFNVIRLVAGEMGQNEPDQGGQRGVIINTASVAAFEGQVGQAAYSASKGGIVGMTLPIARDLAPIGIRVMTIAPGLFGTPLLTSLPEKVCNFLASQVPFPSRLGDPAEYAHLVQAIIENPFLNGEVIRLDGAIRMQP
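His-tagged recombinant enzyme from E. coli, 20 nM, preincubated 15 min RT with compound; reaction started with 1 mM NAD+ and 90 uM beta-hydroxybutyryl-CoA in 100 mM Tris-HCl pH 9.0. NADH fluorescence (ex 360/em 450) read over 4 min; last-minus-first difference.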
HBB splice mod – hemoglobin beta splicing modulation; AID 925; hit rate 0.06% among 65,000; Potency, µM (doses to about 46.1 µM), without a hit: at the top dose activation, usual class: activators; HBB splicing reporter cell assay, activation; EGFP reporter with mutant IVS2-654 intron; response scale: normalised to 500 nM splice-correcting PNA; further: potency means the concentration at half of the fitted maximal effect; 0% is about no effect
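HeLa cells stably expressing EGFP interrupted by mutant beta-globin intron 2 (IVS2-654), 500/well in 2% FCS. Treated with compound for 2 days at 37C. Splicing correction scored as total well GFP intensity (488 nm excitation, 500-520 nm emission); 500 nM antisense PNA served as control.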
ALOX15 inhib – 15-hLO (ALOX15) enzyme inhibition; P16050; purified 15hLO-1, xylenol orange hydroperoxide absorbance; Potency, µM (doses to about 57.1 µM), for the others: top-dose activity change, negative = inhibition, hits mostly inhibitors; hit rate 1.4% among 74,000; AID 887; further: potency means the concentration at half of the fitted maximal effect; on the % scale 0 is the no-effect control and ±100 the full control effect; nearly all actives have a fitted effect of over 55% in size
Target sequence (P16050 whole entry, looked up): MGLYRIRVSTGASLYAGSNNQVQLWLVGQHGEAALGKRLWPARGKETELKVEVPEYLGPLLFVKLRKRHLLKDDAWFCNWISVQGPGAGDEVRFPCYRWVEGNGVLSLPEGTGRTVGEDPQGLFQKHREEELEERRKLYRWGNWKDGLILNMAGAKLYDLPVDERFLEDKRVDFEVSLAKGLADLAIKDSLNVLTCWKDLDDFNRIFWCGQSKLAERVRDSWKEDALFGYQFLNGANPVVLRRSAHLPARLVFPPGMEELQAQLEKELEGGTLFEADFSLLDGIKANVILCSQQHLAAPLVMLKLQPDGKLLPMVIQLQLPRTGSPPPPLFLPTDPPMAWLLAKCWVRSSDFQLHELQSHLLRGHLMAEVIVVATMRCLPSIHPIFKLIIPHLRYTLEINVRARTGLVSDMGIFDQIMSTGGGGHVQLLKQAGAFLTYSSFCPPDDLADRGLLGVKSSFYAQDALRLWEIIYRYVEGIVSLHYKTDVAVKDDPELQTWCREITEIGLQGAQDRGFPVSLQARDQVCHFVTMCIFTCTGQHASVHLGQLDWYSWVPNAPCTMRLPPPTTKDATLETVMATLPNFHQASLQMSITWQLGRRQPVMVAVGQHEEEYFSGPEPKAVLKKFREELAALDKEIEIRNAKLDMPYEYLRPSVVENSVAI
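Quantitative HTS in 25 mM Hepes pH 7.5 containing 0.01% Triton X-100: human 15hLO-1 at 40 nM, arachidonic acid at 50 uM, 6 min turnover. Product quantified via ferrous oxidation/xylenol orange, 573:405 nm absorbance ratio.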
ERK AVP block – blocks ERK signaling stimulated by vasopressin. HEK293-V1b, vasopressin-stimulated pERK AlphaScreen. hit rate 0.99% among 72,000. Potency, µM (series often up to 57.5 µM), for the others: top-dose activity, negative = inhibition, hits mostly inhibitors; further: potency means the concentration at half of the fitted maximal effect; on the % scale 0 is the no-effect control and ±100 the full control effect; nearly all actives have a fitted effect of over 55% in size
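Phosphorylated ERK1/2 detected via AlphaScreen bead proximity in lysates of V1b-expressing HEK293 cells given 25 nM vasopressin for 5 min after 30 min compound exposure (37 °C). AC50 from Hill equation; basal DMSO 0%, vasopressin 100%.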
Hsp90 Hop PPI – changes Hsp90-Hop TPR2A binding signal, up or down | AlphaScreen TPR2A-His6 binding biotin-Hsp90 C-terminal peptide | Potency, µM (highest dose often 57 µM), inactives show at the top dose activity change, negative = inhibition | hit rate 0.44% among 71,000 | AID 595; active means well fitted curve in either direction with a large enough effect; inconclusive means small, poorly fitted or top-dose-only effect, or another doubt; further: potency means the concentration at half of the fitted maximal effect; on the % scale 0 is the no-effect control and ±100 the full control effect; many of its hits are not listed in these tables
FLuc inh – inhibitors of firefly luciferase; P08659; purified firefly luciferase, luminescence, 8 min; Potency, µM (top dose mostly 57.1 µM), inactives show at the top dose activity change, negative = inhibition, actives largely listed as inhibitors; hit rate 2.2% among 72,000; AID 411; further: potency means the concentration at half of the fitted maximal effect; on the % scale 0 is the no-effect control and ±100 the full control effect; nearly all actives have a fitted effect of over 40% in size
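Luminescence read-out after 8 min at room temperature; enzyme reaction used luciferin plus 10 uM ATP (linear range) in imidazole buffer pH 7.2 with KCl, MgCl2, Tween 20 and BSA. Each sample was run as a titration.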
Tau filament bind – binders of human tau filaments | P10636 | recombinant tau filaments, thioflavin S fluorescence, 15 h; filaments grown with octadecylsulfate alongside compound | Potency, µM (doses to about 57.1 µM), without a hit: at the highest dose activity change, negative = inhibition | hit rate 2% among 71,000;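 further: potency means the concentration at half of the fitted maximal effect; on the % scale 0 is the no-effect control and ±100 the full control effect; actives lower thioflavin S fluorescence by blocking filaments or displacing dye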
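Assay mix: 1 uM His-tagged tau, 30 uM sodium octadecylsulfate, thioflavine S dye in HEPES/NaCl/DTT buffer. Compound is added prior to the inducer. Fluorescence after 15 h at 37 C.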
UbGFP stabilizer – proteasome inhibitors stabilizing ubiquitin-GFP reporter. AID 526. Potency, µM (titrated, usually from 45.9 µM), inactives show at the highest dose activation (GFP accumulation), hits mostly activators. 67,000 tested, under 10 active. Ubiquitin-GFP reporter cells, proteasome inhibition, GFP fluorescence; response scale: untreated = 0%, 10 µM MG-132 = 100%; active means well fitted activation curve with a large enough effect, not every such curve was filed as active; inconclusive means small, poorly fitted or top-dose-only effect, or another doubt; inactive means no such curve, though single readings can be large or run the other way; further: potency means the concentration at half of the fitted maximal effect
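U2OS cells stably expressing ubiquitin(G76V)-GFP, seeded overnight in 0.5% FBS medium, were exposed to compounds (qHTS, 46 uM to 2.9 nM) for 4 hr at 37 °C. GFP-positive cells were counted by laser cytometry (488 ex/515 em), normalized between basal and 10 uM MG-132.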
Active calls of the source: *; ? = inconclusive; nt = no result given; [ ] = dose if it differs, or a comment. Unless noted, the call rests on the fitted dose curve; in most records, active means well fitted curve in the direction sought with a large enough effect; inconclusive means small, poorly fitted or top-dose-only effect, or another doubt; inactive means no such curve, though single readings can be large; an effect the other way counts as inactive or inconclusive. This is a subset; rates above refer to the full screens.

Order of results: CRE-bla Fsk, DNA Pol III inh, Epigenetic mod, HADH2 inh, HBB splice mod, ALOX15 inhib, ERK AVP block, Hsp90 Hop PPI, FLuc inh, Tau filament bind, UbGFP stabilizer
COc1cccc(NC(=O)NCCCN2CCN(c3ccc(F)cc3)CC2)c1
  ?, 0%, 3%, 1%, -2.5%, ?, -10%, -4%, 1%, -11%, 6%
CCN(CC)S(=O)(=O)c1ccc(NC(=O)CN(c2cccc(F)c2)S(C)(=O)=O)cc1
  -12%, -4%, 0%, 0%, 3.2%, 1%, 9%, -4%, 2%, 6%, -5%
C[C@](O)(c1ccccc1)c1nccc2ccccc12
  11%[7.6 µM], -2%[11.4 µM], 2%[9.22 µM], 1%[11.4 µM], 0.7%[9.22 µM], 2%[11.4 µM], -4%[11.5 µM], -3%[11 µM], 0%[11.4 µM], 1%[11.4 µM], 3%[9.17 µM]
CCNC(=O)NC(C(=O)OC)C12CC3CC(CC(C3)C1)C2 (centres undefined)
  -4%, -6%, -3%, 14%, -1.2%, 3%, 0%, 1%, 2%, 3%, 3%
C/C(Cl)=C\CNC(C)c1ccccc1 (centres undefined)
  -8%, -8%, -2%, 2%, -1.0%, 13%, 1%, -3%, 1%, -3%, -2%
S=c1oc(-c2ccncc2)nn1CCc1ccncc1
  1%, -18%, 0%, -5%, 1.4%, 24%, -17%, ?, -1%, -8%, -9%
Cc1ccccc1Cn1c(=O)n(CCCC(=O)NCc2ccco2)c(=O)c2ccccc21
  ?, -1%, -1%, 0%, 1.2%, 1%, -10%, 1%, 1%, 11%, 20%
O=S(=O)(Cc1ccc(Cl)cc1)Nc1ccc2c(c1)OCO2
  -10%, 2%, 2%, 1%, -0.9%, 0%, -5%, -10%, 1%, ?, 5%
Cc1onc(-c2ccccc2Cl)c1C(=O)NCc1cccs1
  1%, -4%, 9%, 0%, -0.7%, 0%, 3%, -12%, -1%, -4%, 12%
COc1ccc(N(C)S(=O)(=O)c2cccc(C(=O)Nc3ccc(-n4cnnn4)cc3)c2)cc1
  ?, 13%, 0%, -3%, -0.3%[57.5 µM], -15%, -22%, 3%, -12%, -2%, 5%
O=C1Cn2c(nc3ccccc32)-c2ccccc2N1
  0%, -4%, 0%, 0%, -4.4%[57.5 µM], -11%, -16%, 1%, -5%, -1%, 6%
Cc1occc1-c1nnc(SCC(=O)NCCc2ccccc2)n1Cc1ccccc1
  -6%, 0%, 0%, 4%, -0.2%[57.5 µM], 1%, -22%, -1%, 1%, 5%, 1%
CC(NC(=O)C1CC2CCCC(C1)C2=O)c1ccccc1 (centres undefined)
  ?, -3%, 0%, -2%, 1.2%, ?, -19%, -5%, -1%, -6%, -4%
CCc1nc(SCc2ccc(C(=O)OC)o2)c2c(=O)n(C)c(=O)n(C)c2n1
  2µM*, 1%, nt, 4%, -0.7%, 8%, nt, 0%, -8%, 181%, 5%
CCOc1ccc(S(=O)(=O)N2CCN(S(=O)(=O)c3ccc(OCC)cc3)C(C)C2)cc1 (centres undefined)
  ?, 0%[11.4 µM], 2%, 4%[11.4 µM], -3.8%[0.0738 µM], -5%[11.4 µM], -1%, -5%[11 µM], 0%, 51%[11.4 µM], -5%[9.17 µM]
CCC(=O)/C=C/C1C(C)=CCCC1(C)C (centres undefined)
  -9%, 6%, nt, 5%, 0.7%, 25µM*, 12%, 0%, nt, -4%, nt
CCOc1ccccc1Oc1cn[nH]c1-c1ccc(OC)cc1O
  ?, 0%, 0%, -4%, -0.9%, ?, -22%, -3%, 1%, -27%, 3%
COc1ccc(Oc2ncc3nc(-c4cc(F)cc(F)c4)c(=O)n(C4CC4)c3n2)cc1
  9%, -8%, 3%[9.22 µM], 4%, -1.3%, 6%, -29%, -3%, 1%[11.4 µM], 20µM*, 0%
COc1ccc(C(Cl)=C(c2ccc(OC)cc2)c2ccc(OC)cc2)cc1
  -14%, 2%, 3%[20.6 µM], -17%, -0.9%, -9%, 41%[activator], 18%, -1%[25.5 µM], 13%, -9%[20.5 µM]
Cc1ccccc1Cn1ccc(NC(=O)c2nc3ncccn3n2)n1
  -12%, -7%, 3%, 6%, -0.5%, 6%, -1%, -3%, -1%, -3%, 2%
O=C(NCCCN1CCCCCC1)c1ccc(CS(=O)(=O)Cc2ccccc2F)o1
  -6%, 6%, -1%, 1%, 4.4%, 25%, -6%, -13%, 2%, 4%, 14%
Cc1ccccc1-c1coc2cc(O)ccc2c1=O
  -14%, -4%, 3%, 20µM*, 6.6%, -29%, -11%, -7%, 2%, -14%, -3%
CC(=O)OCCN(Cc1ccccc1)Cc1ccc2c(c1)OCO2
  17%, 4%, -2%, -12%, 3.2%[1.84 µM], 0%, -28%, ?, 1%, -18%, 0%
CCOC(=O)c1nn(-c2c(C)n(C)n(-c3ccccc3)c2=O)cc1O
  ?, -1%, 0%, 2%, 0.0%[57.5 µM], 5%, -6%, 1%, -1%, 5%, -2%
C=CCN(CC(=O)NCc1ccccc1)C(=O)c1csnn1
  1%, 0%, -1%, -12%, 0.1%[57.5 µM], 7%, 8%, 0%, 2%, -12%, -1%
COc1ccc(OCc2nnc(SC3CCOC3=O)n2-c2ccccc2)cc1 (centres undefined)
  5%, -4%, 4%, -2%, -0.1%[57.5 µM], 8%, -7%, -3%, 2%, 6%, 3%
CCOC(=O)c1cc2c(ccn2C)n1CC(=O)N1CCN(c2ccccc2)CC1
  -9%, -5%, -1%, 3%, -1.4%[57.5 µM], -11%, -18%, -21%, 1%, -12%, 8%
CC(C)OC(=O)c1c(F)c(F)c(N2CCOCC2)c(F)c1F
  13%, -12%, -2%, -5%, 1.2%, 1%, ?, 6%, -2%, 3%, 0%
COc1ccccc1-n1cnc2cc(C(=O)NCC3CCCO3)ccc21 (centres undefined)
  2%, 3%, 2%, 4%, -0.6%, 13%, -15%, 2%, -1%, -4%, 1%
CCSc1nnc(N)s1
  nt, nt, nt, -13%, 0.8%[57.5 µM], -1%, 12%, nt, 4%, nt, nt
Cc1c(Cl)cccc1NC(=O)CN1CCN(CCO)CC1
  -10%, 3%, 0%, ?, -0.8%, -4%, -12%, -2%, 0%, -3%, 6%
c1ccc2c(c1)nc(Nc1ccc3c(c1)OCO3)c1nnnn12
  ?, 5%, 0%, 39%[activator], 2.7%, -12%, -24%, -6%, ?, 6%, 4%
CCOC(=O)CN1CC23C=CC(O2)C(C(=O)NCCc2ccccc2)C3C1=O (centres undefined)
  1%, -8%, 0%, -3%, 0.4%, 4%, 1%, -4%, 0%, -5%, 3%
O=C(c1ccco1)N1CCN(C(=O)C2CCN(S(=O)(=O)Cc3ccccc3)CC2)CC1
  -9%, -5%, 4%, 5%, -4.0%, 4%, 1%, -2%, 4%, 10%, -4%
COc1cccc(CN2CCN(C(=O)c3ccco3)CC2)c1OC
  1%, -1%, -4%, 9%, 0.8%, -6%, 2%, -4%, -6%, 2%, 0%
CC(=O)Nc1ccc(S(=O)(=O)N2CCN(C34CC5CC(CC(C5)C3)C4)CC2)cc1
  7%, -5%, 4%, 15%, -0.3%, 2%, 7%, -2%, 3%, 3%, 14%
Cc1oc(-c2ccccc2)cc1C(=O)Nc1cccc(C(=O)O)c1
  2%, 2%, 0%, -13%, 0.4%, -5%, -13%, -6%, -3%, -2%, 3%
O=C(O)Cc1coc(-c2ccc(F)cc2)n1
  ?, -5%, 6%, -1%, 0.7%, 14%, 20%, 0%, 5%, -9%, 13%
COCCn1nnnc1C(c1cccc(OC)c1OC)N1CCN(C2CCCCC2)CC1 (centres undefined)
  -7%, 1%, 0%, -14%, 0.9%, 1%, 0%, -1%, 3%, -8%, 5%
c1ccc(N2CCN(c3nnc(Cc4cccnc4)c4ccccc34)CC2)nc1
  ?, -11%, 0%, 0%, -2.4%, 5%, 25%, 0%, -3%, -3%, -19%
O=C(CSc1ncnc2ccccc12)Nc1ccc2c(c1)OCO2
  -6%, -2%, nt, -3%, -0.7%, -10%, nt, -2%, 1%, -7%, 8%

Screens from PubChem.
